HCV NS3 hel inh: inhibitors of HCV NS3 helicase, primary screen, biochemical, Cy5 molecular beacon fluorescence; Hepatitis C virus NS3 helicase; NS3 helicase DNA unwinding; inhibition, % at 10.9 µM; hit rate 0.56% among 290,000;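 active = inhibition above the mean of all tested compounds plus 3 SD, set per campaign, cut at about 35% in these data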;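 note: 0% = DMSO wells and 100% = thioflavine S control wells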
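test system = hepatitis C virus NS3 helicase domain fragment enzyme | reagent = annealed dual-labelled DNA beacon duplex, ATP-started | times = 1 h at 25 °C | detection = Cy5 fluorescence, 0 and 60 min reads | read-out basis = percent inhibition from t60/t0 fluorescence ratio | control set = DMSO and thioflavine S | replication = one well per compound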
VIM-2 inh: VIM-2 metallo-beta-lactamase inhibitors, primary screen, biochemical, epi-absorbance readout, Pseudomonas aeruginosa enzyme | purified VIM-2, nitrocefin hydrolysis, epi-absorbance fluorescence | inhibition, % at 5.6 µM | hit rate 0.89% among 290,000 | AID 1527, 2009;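 active = inhibition above the mean of all tested compounds plus 3 SD, cutoff set per screening run, cut at about 7.5% in these data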;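 note: red hydrolysis product quenches plate fluorescence so inhibitors raise well fluorescence; 0% = enzyme with DMSO and 100% = DMSO without enzyme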
IMP-1 inh: IMP-1 metallo-beta-lactamase inhibitors, primary screen, biochemical, epi-absorbance readout, Pseudomonas aeruginosa enzyme. hit rate 0.45% among 290,000. AID 1556, 2009. purified IMP-1, nitrocefin hydrolysis, epi-absorbance fluorescence. inhibition, % at 5.6 µM;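 active = inhibition above the mean plus 3 SD of all compounds in the same screening run, cut at about 4.5% in these data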;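 note: 0% = IMP-1 with DMSO and 100% = DMSO wells lacking enzyme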
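System: purified IMP-1; amount: IMP-1 0.2 nM before substrate addition; compound: single dose, 5.6 µM; times: 25 °C, 15 min preincubation, 25 min reaction; signal: Epi-absorbance via hydrolysed-nitrocefin quenching of white-plate fluorescence, 480/530 nm, EDTA stop; benchmarks: DMSO with and without IMP-1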
PHOSPHO1 inh: PubChem AID 1565; Phosphoethanolamine/phosphocholine phosphatase (Homo sapiens), Q8TCT1; recombinant PHOSPHO1, absorbance phosphatase assay; inhibition, % at 13.3 µM; hit rate 1.1% among 290,000; in the data active = inhibition above about 60%
Target sequence (Q8TCT1 whole entry, looked up): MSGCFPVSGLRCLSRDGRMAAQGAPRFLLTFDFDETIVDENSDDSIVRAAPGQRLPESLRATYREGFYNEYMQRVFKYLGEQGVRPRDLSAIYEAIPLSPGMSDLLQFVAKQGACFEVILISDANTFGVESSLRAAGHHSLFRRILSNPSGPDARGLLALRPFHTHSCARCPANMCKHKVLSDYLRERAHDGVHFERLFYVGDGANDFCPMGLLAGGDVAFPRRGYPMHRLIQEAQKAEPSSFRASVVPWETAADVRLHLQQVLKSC
DNA FID counter: compounds displacing fluorescent DNA intercalator, primary screen, artefact control for HCV NS3 helicase inhibitor project, biochemical, FID fluorescence; inhibition, % at 7.9 µM; DNA fluorescent intercalator displacement; hit rate 0.17% among 290,000; AID 1845, 2009; in the data active = inhibition above about 37%;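 note: 0% = vehicle and 100% = reference compound; higher means more ethidium bromide displaced from hairpin DNA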
OXTR agonist: human OXTR agonists, primary screen, fluorescence, CHO-OTR cells, Fluo-8 calcium. Fluo-8 calcium fluorescence; normalized: DMSO 0%, oxytocin 100%. hit rate 0.32% among 320,000. AID 2435, 2010. activation, % at 3 µM;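 active = activation above the mean of all tested compounds plus 3 SD, cutoff set per screening run, cut at about 20% in these data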;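 note: peak over basal fluorescence ratio from a 100 s FLIPR kinetic read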
GalR3 antag: GalR3 antagonists in HEK293 cells, primary screen, cell-based, fluorescence readout. inhibition, % at 3 µM. Galanin receptor type 3 (Homo sapiens), O60755. HEK293 GalR3-CNG cAMP membrane potential fluorescence; galR3 body fused to GalR1 C-terminus. hit rate 0.44% among 360,000;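 active = inhibition above the screen-wide average plus 3 SD, cut at about 13% in these data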;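 note: forskolin and galanin both at EC90 stimulate the cells; cAMP rise reported by CNG channel membrane potential dye signal; 0% = forskolin plus galanin with DMSO and 100% = forskolin alone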
Target sequence (O60755 1-299 limits assumed): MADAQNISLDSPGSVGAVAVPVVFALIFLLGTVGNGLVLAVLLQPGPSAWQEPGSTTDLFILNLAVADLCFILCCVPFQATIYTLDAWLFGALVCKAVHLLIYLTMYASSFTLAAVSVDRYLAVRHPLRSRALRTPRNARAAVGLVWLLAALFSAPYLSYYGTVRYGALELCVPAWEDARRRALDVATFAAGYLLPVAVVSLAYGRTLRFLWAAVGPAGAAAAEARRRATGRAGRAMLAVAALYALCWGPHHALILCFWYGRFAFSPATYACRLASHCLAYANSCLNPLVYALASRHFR
GPR7 antag: GPR7 receptor antagonists, primary screen, cell-based, fluorescence, single concentration. inhibition, % at 4.4 µM. Neuropeptides B/W receptor type 1 (Homo sapiens), P48145. hit rate 1.1% among 290,000. GPR7-expressing cells, fluorescence antagonist assay; in the data active = inhibition above about 16%, passing the limit was not always enough;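 note: cells stimulated with the agonist NPW; 0% = agonist with vehicle and 100% = vehicle without agonist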
Target sequence (P48145 whole entry, looked up): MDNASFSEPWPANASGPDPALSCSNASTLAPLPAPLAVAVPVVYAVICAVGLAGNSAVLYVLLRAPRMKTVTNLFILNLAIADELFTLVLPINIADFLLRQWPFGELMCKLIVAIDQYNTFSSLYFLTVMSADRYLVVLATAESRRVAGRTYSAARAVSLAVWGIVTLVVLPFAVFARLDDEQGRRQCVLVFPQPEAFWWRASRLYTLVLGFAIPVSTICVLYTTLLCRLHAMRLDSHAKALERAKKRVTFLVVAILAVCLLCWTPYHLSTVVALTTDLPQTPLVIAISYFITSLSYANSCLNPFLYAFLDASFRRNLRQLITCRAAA
V1R ag counter: agonists of human V1a receptor, primary screen, counter-screen for OXTR agonist project, fluorescence, CHO-V1R cells; hit rate 0.25% among 320,000; Fluo-8 calcium fluorescence, agonist mode; 0% DMSO, 100% 3 nM vasopressin; activation, % at 3 µM;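 active = activation above the mean activation of all tested compounds plus 3 SD, per screening run, cut at about 20% in these data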;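 note: signal is peak over basal fluorescence ratio across a 100 second FLIPR read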
Numbers without * were called inactive; · = not tested or not shown.

SMILES	HCV NS3 hel inh	VIM-2 inh	IMP-1 inh	PHOSPHO1 inh	DNA FID counter	OXTR agonist	GalR3 antag	GPR7 antag	V1R ag counter
CCc1ccccc1NC(=O)C1CCCN(S(=O)(=O)c2ccc3c(c2)CC(C)N3C(C)=O)C1 (stereo unspecified)	3.6	-2.2	-4.5	20.2	-55.1	2.2	-2.3	-12.2	2.7
Cc1nn(C)c(C)c1NC(=O)CC12CC3CC(CC(C3)C1)C2	6.1	-2.1	-1.6	-32.1	-12.4	1.9	-3.1	-9.1	0.9
COC(=O)[C@H](Cc1ccccc1)NC(=O)O[C@H]1C(=O)c2ccc(OC)cc2O[C@@H]1c1ccc2c(c1)OCO2	4.9	-3.9	-1.5	-6.1	-7.6	0.7	·	-4.2	0.8
COc1cccc(C(=O)N2CCN(C3CCN(Cc4ccccc4)CC3)CC2)c1OC	-2.2	0.8	-0.6	10.0	0.3	-0.4	-6.5	-2.4	-0.6
OCCNCc1ccc(OCc2ccc(Cl)cc2Cl)cc1	-52.6	-1.5	-2.0	20.3	32.5	19.3	-4.0	30.6*	16.6
COc1ccc(-c2cc(=O)oc3c(C)c(O)ccc23)cc1	3.8	-1.4	-2.2	37.1	-7.8	10.4	-3.6	8.9	11.4
O=C(NCc1ccccc1Cl)c1cnccc1C(F)(F)F	3.4	-2.1	-0.4	43.0	-0.4	-1.1	-2.2	-10.7	-1.1
CC(=O)N(CCc1ccccc1)Cc1cc2cc(C)ccc2[nH]c1=O	-14.3	-1.9	-1.4	-5.8	-20.2	-0.1	-12.5	0.8	0.5
CCSc1nnc(N2C(=O)CC(c3ccsc3)C3=C2CC(C)(C)CC3=O)s1 (stereo unspecified)	7.2	-3.5	-5.5	26.2	-28.1	-1.6	3.1	-10.9	-1.6
CCOC(=O)c1c(C)oc2ccc(OS(C)(=O)=O)cc12	7.8	-2.2	-4.1	4.9	-16.1	-2.8	-5.7	1.0	-1.4
CC(C)=C1C(=O)NN(c2ccc(C)c(Cl)c2)C1=O	21.8	3.4	-0.9	5.7	0.4	-0.1	5.6	-6.7	0.1
CCOc1cc(/C=C(\C#N)C(=O)Nc2cccc(C(=O)O)c2)ccc1OCc1ccc(Br)cc1	-8.9	-2.0	-2.7	-123.1	-18.3	-0.1	-5.5	-9.3	-0.8
O=[N+]([O-])c1cccc(CSc2cccc[n+]2[O-])c1	15.5	-3.3	-2.5	1.8	-11.4	0.4	-7.2	-13.6	-0.8
CCC(=O)Nc1cccc(NC(=O)CSc2nnnn2C2CCCC2)c1	-1.8	-2.3	-3.2	17.5	2.4	1.3	2.4	-0.8	7.2
CC(=O)Nc1ccc(S(=O)(=O)Nc2nc3nc(-c4ccccc4)cc(-c4ccccc4)n3n2)cc1	33.7	2.3	1.8	·	-15.8	-0.3	-2.7	9.0	-0.3
COc1ccc(Cl)cc1NS(=O)(=O)c1cc(Br)cnc1N	-3.0	1.1	-1.2	12.6	-5.5	5.2	1.1	3.0	0.9
Cc1ccccc1-c1nc(CS(=O)(=O)CC(=O)N2CCN(C)CC2)c(C)o1	-1.9	2.4	-2.4	34.4	5.1	1.3	-4.6	-2.7	2.1
Cc1[nH]c(=O)[nH]c(=O)c1S(=O)(=O)N1CCCC(C(=O)N2CCN(c3cccc(C(F)(F)F)c3)CC2)C1 (stereo unspecified)	-0.2	-2.9	-1.5	-3.0	-40.6	0.3	-0.6	-4.2	-0.4
O=C1CN(C(=O)CC2C(=O)NCCN2Cc2ccccc2C(F)(F)F)CCN1 (stereo unspecified)	4.7	-2.1	-1.2	28.0	-10.7	0.3	-2.1	-3.3	-0.5
C/C(=N\NC(=O)COc1ccc(C#N)cc1)c1ccc(N2CCOCC2)cc1	-15.7	-2.5	-2.0	1.5	-11.6	0.2	-3.8	-0.3	0.1
COc1ccc(C2SCC(=O)N2Cc2ccccc2)cc1 (stereo unspecified)	5.3	1.6	2.4	-12.2	-21.5	-0.6	-10.3	-5.6	-0.4
Cc1cc(S(=O)(=O)NC2CCCCC2)ccc1-n1cnnn1	-18.2	0.3	-3.0	34.5	-2.0	4.2	-4.1	-3.2	4.0
CCOc1ccc(OCCn2ccnc2)cc1	-1.5	-3.2	-3.3	-8.6	0.7	0.9	1.2	-8.7	1.9
N#Cc1c(-c2ccccc2)cc(-c2ccccc2)nc1SCCC(=O)O	33.0	1.6	2.0	44.4	-18.3	0.6	-11.0	-2.4	2.2
O=C(COc1ccccc1Cl)Nc1ccc(N2CCN(C(=O)c3ccccc3)CC2)cc1	-15.9	-1.8	-0.8	32.8	-63.6	6.2	1.6	-8.6	9.2
Cc1cc(=O)[nH]c(N/N=C/C(C)c2ccccc2)n1 (stereo unspecified)	11.7	-4.0	-3.0	10.6	-11.3	-0.8	-2.8	-8.3	1.1
Cc1oc2c(c(C)cc3oc(=O)c(CC(=O)NCCCO)c(C)c32)c1C	-2.7	2.6	-4.7	-1.4	-35.4	-1.4	-5.4	-15.3	-0.2
NS(=O)(=O)c1ccc(CCNC(=O)C(=O)c2cn(CC(=O)N3CCCC3)c3ccccc23)cc1	4.0	0.7	-0.9	38.3	-51.4	-0.3	-0.7	-5.3	0.8
CCCCCOC(=O)C1C2C=CC3(CN(c4ccccc4C)C(=O)C13)O2 (stereo unspecified)	2.4	-3.6	-3.9	10.7	-17.0	-0.1	-3.9	-8.0	-0.2
Cc1cccc(NC(=O)c2cc3c([nH]c4ccccc43)c(C)n2)c1C	-1.4	-1.4	-1.3	-4.5	-1.0	0.9	2.9	-0.6	1.0
Cc1cc(C(=O)Nc2c(C)nn(Cc3ccc(F)cc3)c2C)on1	3.4	-4.5	-4.6	2.7	-2.5	0.6	1.7	-3.2	-0.5
Cn1cc(/C=N/n2cnc3sc4c(c3c2=O)CCCC4)c2ccccc21	16.3	-3.5	-4.5	62.0*	7.9	-0.9	-5.0	-6.2	0.0
Clc1cccc(CN2CCCCCC2)c1	6.0	-1.5	-1.2	39.1	3.0	1.3	-9.9	-10.7	-0.2
CC(C)c1ccccc1-n1cc[nH]c1=S	2.9	-3.8	-6.2	-59.9	0.0	0.2	-1.4	-13.7	-0.2
COc1ccccc1N1CCN(/N=C/c2cccc(OC)c2O)CC1	3.4	-3.1	-2.1	32.3	-3.6	0.3	-5.6	-26.6	-0.2
Cn1c(=O)[nH]c(=O)c2c1nc(SCC(O)CO)n2CCCc1ccccc1 (stereo unspecified)	-9.3	-4.1	-5.5	29.0	-10.9	0.9	-8.6	-5.6	-0.2
CC(=O)CCc1ccc(OCCCCn2cncn2)cc1	0.6	-1.5	-2.3	21.1	-5.1	-0.4	0.2	6.5	0.9
Cc1nc(NC(=O)C2CCCCC2)sc1C	1.9	-3.5	-1.2	4.2	1.3	-0.2	-6.5	0.3	-0.5
O=c1oc(-c2cccs2)nc2ccc(Cl)cc12	33.6	-1.9	-0.4	20.0	-9.9	0.1	-5.3	-12.7	0.3
CCCNC(=O)CC(NS(=O)(=O)c1ccc(NC(C)=O)cc1)C(C)C (stereo unspecified)	5.5	1.1	-0.7	17.5	-2.3	2.5	0.2	9.3	1.5
Cc1ccc(-n2nc(C)c3c2OC(N)=C(C#N)C3c2cccs2)cc1 (stereo unspecified)	18.1	-4.9	-0.8	27.1	-5.6	-1.4	-1.2	-3.7	0.0
COc1cc(/C=N\NC(=O)c2cccnc2)ccc1OC(=O)c1ccccc1Cl	3.6	-2.7	-1.2	42.7	-41.6	2.6	-2.6	-17.4	3.5
Cc1ccc(NC(c2ccccc2)c2nc3ccccc3[nH]c2=O)cc1 (stereo unspecified)	5.8	-1.9	-1.4	41.2	2.4	0.0	-1.6	-23.7	1.2
COc1ccc(CCNC(=O)C23CCC(C)(C(=O)C2=O)C3(C)C)cc1OC (stereo unspecified)	5.8	-0.4	-2.1	50.7	-8.0	0.4	-5.5	-5.8	0.9

Part of the list above, limited to OXTR agonist and GPR7 antag.
mol	OXTR agonist	GPR7 antag
Cc1nc(NC(=O)C2CCCCC2)sc1C	-0.2	0.3
O=c1oc(-c2cccs2)nc2ccc(Cl)cc12	0.1	-12.7

In the list so far, these have a Cl atom:
SMILES	HCV NS3 hel inh	VIM-2 inh	IMP-1 inh	PHOSPHO1 inh	DNA FID counter	OXTR agonist	GalR3 antag	GPR7 antag	V1R ag counter
OCCNCc1ccc(OCc2ccc(Cl)cc2Cl)cc1	-52.6	-1.5	-2.0	20.3	32.5	19.3	-4.0	30.6*	16.6
O=C(NCc1ccccc1Cl)c1cnccc1C(F)(F)F	3.4	-2.1	-0.4	43.0	-0.4	-1.1	-2.2	-10.7	-1.1
CC(C)=C1C(=O)NN(c2ccc(C)c(Cl)c2)C1=O	21.8	3.4	-0.9	5.7	0.4	-0.1	5.6	-6.7	0.1
COc1ccc(Cl)cc1NS(=O)(=O)c1cc(Br)cnc1N	-3.0	1.1	-1.2	12.6	-5.5	5.2	1.1	3.0	0.9
O=C(COc1ccccc1Cl)Nc1ccc(N2CCN(C(=O)c3ccccc3)CC2)cc1	-15.9	-1.8	-0.8	32.8	-63.6	6.2	1.6	-8.6	9.2
Clc1cccc(CN2CCCCCC2)c1	6.0	-1.5	-1.2	39.1	3.0	1.3	-9.9	-10.7	-0.2
O=c1oc(-c2cccs2)nc2ccc(Cl)cc12	33.6	-1.9	-0.4	20.0	-9.9	0.1	-5.3	-12.7	0.3
COc1cc(/C=N\NC(=O)c2cccnc2)ccc1OC(=O)c1ccccc1Cl	3.6	-2.7	-1.2	42.7	-41.6	2.6	-2.6	-17.4	3.5

Screening data (PubChem BioAssay)

Rows are unselected; 4.3% or so of the library scored in one or more.
